Screening results deposited in PubChem by The Scripps Research Institute Molecular Screening Center.
M1 PAM parental: M1 PAM counterscreen hit in parental CHO-K1 cells | ATP EC20, Fluo-8 calcium fluorescence; 0% at ATP EC20, 100% at ATP max | activation, % at 3 µM | 360,000 tested, 0.02% active | AID 602247;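 active = activation above the run cutoff, the mean activation of all test compounds plus 3 SD, cut at about 40% in these data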;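 also: peak over basal fluorescence ratio in a 140 s read after ATP addition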
CHO parental Ca: counter-screen: ATP calcium response change in parental CHO cells; parental CHO-K1, ATP-induced calcium, Fluo-8 fluorescence; 330,000 tested, 0.63% active; AID 463079; inhibition, % at 5.6 µM;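 active = inhibition above that plate's mean sample inhibition plus 3 SD, cut at about 26% in these data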;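 also: 0% = ATP-challenged DMSO wells and 100% = DMSO wells without ATP; some compounds past the cut are filed as inactive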
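Test system: untransfected parental CHO cell line. Compound: one dose, 5.6 µM nominal. Detection: intracellular calcium via Fluo-8 no-wash fluorescent dye. Measure: % inhibition. Benchmarks: ATP-challenged DMSO wells low, unchallenged DMSO wells high.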
TAAR1 antagonist: antagonists of human TAAR1; Q96RJ0; CHO RD-HGA16 TAAR1, Fluo-8 calcium fluorescence, antagonist; inhibition, % at 3 µM; 360,000 tested, 1.5% active;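 active = inhibition above a per-plate cutoff, the mean inhibition of test compounds on that plate plus 3 SD, cut at about 49% in these data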;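 also: 0% = DMSO plus EC80 beta-PEA response and 100% = DMSO alone without agonist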
Target sequence (Q96RJ0 whole entry, looked up): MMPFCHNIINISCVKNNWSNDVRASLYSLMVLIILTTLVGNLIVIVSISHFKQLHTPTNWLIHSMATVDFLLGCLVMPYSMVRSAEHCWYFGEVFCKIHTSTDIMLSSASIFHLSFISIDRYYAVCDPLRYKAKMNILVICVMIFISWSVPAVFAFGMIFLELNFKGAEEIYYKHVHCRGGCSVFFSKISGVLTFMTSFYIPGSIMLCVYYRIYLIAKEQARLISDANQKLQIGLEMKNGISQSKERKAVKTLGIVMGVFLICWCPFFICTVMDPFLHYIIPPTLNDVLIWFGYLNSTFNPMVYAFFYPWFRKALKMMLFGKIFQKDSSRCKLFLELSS
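Assay system: CHO-derived RD-HGA16 cells stably expressing human TAAR1 plus Gα16. Timing: 140 s kinetic read after compound, 140 s after agonist. Technique: kinetic Fluo-8 calcium fluorescence measurement. Measure: % inhibition of agonist calcium response.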
CHO-K1 Ca antag: nonselective inhibitor or artifact in parental CHO-K1 cells. 360,000 tested, 0.6% active. inhibition, % at 3 µM. ATP-induced calcium, Fluo-8 fluorescence;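 active = inhibition above a per-plate cutoff, the plate's mean sample inhibition plus 3 SD, cut at about 24% in these data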;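 also: 0% = DMSO plus EC80 ATP and 100% = DMSO alone without ATP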
CHRM1 agonist: activates human CHRM1 receptor. P11229. CHO-K1 hM1, Fluo-8 calcium fluorescence, agonist mode; 0% DMSO, 100% acetylcholine EC100. activation, % at 3 µM. 360,000 tested, 0.33% active;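 active = activation above the run's mean compound activation plus 3 SD, cut at about 16% in these data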;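 also: peak over basal fluorescence ratio within a 140 s kinetic read after compound addition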
Target sequence (P11229 whole entry, looked up): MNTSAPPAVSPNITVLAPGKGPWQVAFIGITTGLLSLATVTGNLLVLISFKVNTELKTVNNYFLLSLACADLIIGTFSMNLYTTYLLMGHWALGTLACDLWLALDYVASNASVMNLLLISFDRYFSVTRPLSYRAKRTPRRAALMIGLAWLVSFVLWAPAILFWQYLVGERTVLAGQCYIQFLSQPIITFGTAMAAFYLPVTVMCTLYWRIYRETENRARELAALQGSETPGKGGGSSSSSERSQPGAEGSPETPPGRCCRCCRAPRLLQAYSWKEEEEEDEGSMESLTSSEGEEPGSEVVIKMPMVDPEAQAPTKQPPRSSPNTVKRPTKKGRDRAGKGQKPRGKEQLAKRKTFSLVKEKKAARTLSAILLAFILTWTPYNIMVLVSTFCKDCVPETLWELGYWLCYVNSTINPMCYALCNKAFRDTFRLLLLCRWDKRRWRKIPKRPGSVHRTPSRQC
CHO-K1 Ca ag: counter-screen for M1 agonists: effect in parental CHO-K1 cells | Fluo-8 calcium fluorescence; scaled to maximal ATP response, vehicle zero | activation, % at 3 µM | 360,000 tested, 0.48% active | AID 602248; in the data active = activation above about 15%;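 also: untransfected CHO-K1 host cells lacking M1 receptor as counterscreen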
M1 antag: antagonists of human M1 muscarinic receptor; CHO-K1 hM1, Fluo-8 calcium fluorescence, ACh EC80 antagonist; AID 588852; 360,000 tested, 1.3% active; inhibition, % at 3 µM;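 active = percent inhibition above its own plate's cutoff, namely the mean of that plate's compound wells plus 3 SD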;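 also: peak over basal fluorescence ratio during 140 s after agonist addition; 0% = ACh EC80 plus DMSO and 100% = DMSO alone without agonist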
CHRM1 PAM: positive allosteric modulators of human M1 muscarinic receptor; activation, % at 3 µM; CHO-K1 hM1, Fluo-8 calcium fluorescence, ACh EC20; 0% = ACh EC20, 100% = maximal ACh; 360,000 tested, 0.088% active; in the data active = activation above about 19%, passing the limit was not always enough
TAAR1 ag: agonists of human TAAR1 | Q96RJ0 | 360,000 tested, 0.99% active | activation, % at 3 µM | CHO RD-HGA16 TAAR1, Fluo-8 calcium fluorescence; vehicle wells 0%, saturating PEA agonist 100%;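 active = activation above the mean activation of all test compounds in the run plus 3 SD, cut at about 38% in these data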
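System: CHO RD-HGA16 cells carrying human TAAR1 plus Gα16; Incubation: 17-24 h seeding, 75 min 37 °C dye, 30 min RT; Measured by: Fluo-8 fluorescence, 5 s baseline then 140 s kinetic read; Control set: DMSO and PEA EC100; Replication: single well for each compound.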
* hit, by the source's call; nt = no result given.

SMILES	M1 PAM parental	CHO parental Ca	TAAR1 antagonist	CHO-K1 Ca antag	CHRM1 agonist	CHO-K1 Ca ag	M1 antag	CHRM1 PAM	TAAR1 ag
CCN(CC)S(=O)(=O)c1ccc(C(=O)NCCc2cc3c(OC)ccc(OC)c3[nH]c2=O)cc1	17.8	-28.7	11.7	-4.3	-2.6	3.0	1.9	-1.9	17.6
CCC(C)c1ccccc1NC(=O)C1CCCO1 (stereo not given)	9.5	0.7	-5.5	-2.9	-2.1	-0.2	-24.9	4.8	5.6
O=C(/C=C/c1ccc([N+](=O)[O-])cc1)Nc1cccc(S(=O)(=O)NC2=NCCCCC2)c1	-7.1	-10.2	49.3*	-5.7	1.3	1.0	2.3	3.1	7.2
COC(=O)C1CCN(C(=O)NC2CC(=O)N(c3ccc4c(c3)OCCO4)C2)CC1 (stereo not given)	-15.6	-14.3	-8.1	8.6	0.2	0.7	-3.7	4.8	1.9
CC(=O)N1CCN(c2ccc(NC(=O)c3ccc([N+](=O)[O-])o3)cc2Cl)CC1	2.9	21.2	0.4	4.6	-3.8	5.3	-4.9	2.8	6.4
Cc1c(C)[n+](=O)c2c(n1[O-])CCCCC2	-7.7	3.7	0.6	-1.2	-4.3	0.3	-7.5	6.6	5.7
CCOc1ccc(NC(=O)CSc2nnnn2CC(=O)O)cc1	15.7	-0.9	5.0	-7.2	-1.1	0.5	-13.3	9.1	6.9
Cc1cccc(NC(=S)NNC(=O)c2nn(C)cc2Cl)c1	16.3	-11.4	-4.9	-8.6	-2.9	0.6	-6.3	6.8	21.4
CCOc1cc(C(=O)NC(C)CC)cc(OCC)c1OCC (stereo not given)	12.7	-20.7	-9.7	-17.0	-4.6	-0.1	-10.1	6.7	4.3
Cc1cccc(NC(=O)NCc2ccccn2)c1	7.4	-5.2	-19.6	-7.5	-0.8	0.2	1.4	-0.3	3.8
COc1ccc2nc(C)cc(SCC(NC(C)=O)C(=O)OC(C)C)c2c1 (stereo not given)	-24.9	-20.2	-15.1	25.6*	-4.2	1.3	11.4	-7.4	2.4
COc1ccc([C@H]2CC(=O)C=C(c3cccc4c3sc3ccccc34)C2)cc1OC	9.5	-10.4	3.1	-17.1	-2.6	1.0	1.6	3.3	4.0
Cn1c(=O)c2cc(NC(=O)Nc3cccnc3)ccc2n1-c1ccc(C(C)(C)C)cc1	0.8	nt	41.5	6.8	-6.8	0.2	3.8	-1.1	3.4
CC1(C)Cc2nc(-c3ccccc3)nc(SCC(=O)N3CCOCC3)c2CO1	3.7	-2.5	-6.1	-6.7	-0.9	0.1	1.6	-0.4	-0.4
COC(=O)c1sc(OC)cc1OCc1ccc(C)cc1	17.8	-5.7	11.6	-6.5	-3.7	1.1	-12.4	11.0	6.3

The list goes on, overlapping the part above by 2 compounds.
SMILES	M1 PAM parental	CHO parental Ca	TAAR1 antagonist	CHO-K1 Ca antag	CHRM1 agonist	CHO-K1 Ca ag	M1 antag	CHRM1 PAM	TAAR1 ag
CC1(C)Cc2nc(-c3ccccc3)nc(SCC(=O)N3CCOCC3)c2CO1	3.7	-2.5	-6.1	-6.7	-0.9	0.1	1.6	-0.4	-0.4
COC(=O)c1sc(OC)cc1OCc1ccc(C)cc1	17.8	-5.7	11.6	-6.5	-3.7	1.1	-12.4	11.0	6.3
O=C(/C=C/c1cccs1)NC1CCS(=O)(=O)C1 (stereo not given)	19.2	-9.4	11.9	-2.2	-5.2	1.1	-4.7	15.7	9.1
O=C(COc1ccc(-c2nnco2)cc1)Nc1c(Cl)cccc1C(F)(F)F	-2.7	-2.0	-13.6	1.1	-2.5	0.4	-8.9	6.1	1.5
O=c1[nH]c(/C=C\c2cccs2)nc(O)c1[N+](=O)[O-]	11.8	-7.4	-1.8	6.7	-6.8	0.1	-4.5	10.4	11.3
CCOC(=O)c1c(C)[nH]c(C(=O)OCCOc2ccccc2C)c1C	25.2	nt	-1.7	-4.8	-9.8	2.3	-2.6	5.2	8.4
Cc1ccc(S(=O)(=O)NCCC(=O)N2CCN(Cc3ccccc3)CC2)cc1	1.3	-21.7	-8.6	-13.0	-7.6	0.4	-12.6	13.8	9.3
CC(O)(c1cccc(F)c1)c1nc(-c2ccoc2)cs1 (stereo not given)	-8.5	nt	-8.5	-1.8	-2.2	0.5	21.2	-10.2	2.4
COCc1cc(C)nc(N2CCN(c3ccccc3)CC2)c1C#N	11.1	-22.2	-1.3	2.4	-0.8	1.0	-4.8	6.4	9.5
CCN(C[C@H]1N[C@@](Cc2ccccc2)(C(=O)OC)[C@H]2C(=O)N(C)C(=O)[C@@H]12)C(=O)C1CCCCC1	-9.2	-4.5	-8.1	26.4*	1.0	-0.2	-10.0	9.1	3.4
COc1ccc(NC(=O)[C@@H]2CC=C[C@@H]3CCN(Cc4ccc(Cl)c(Cl)c4)C(=O)[C@@H]32)cc1	16.3	-20.4	10.5	-22.7	-8.0	-1.0	-1.6	3.4	12.4
CC(C)CN1CCC(CNC(=O)CCc2nnc(Cc3c[nH]c4ccccc34)o2)CC1	10.3	-11.2	5.6	-14.8	-3.3	0.2	-3.2	8.4	-0.9
O=C(NCc1ccc(N2CCCC2=O)cc1)Nc1cccc2ccccc12	4.7	-29.9	0.6	-2.7	-3.0	0.2	-17.1	0.7	5.3
COc1ccc(NS(=O)(=O)c2cc(NC(=O)c3cnccn3)ccc2OC)cc1Br	18.8	-4.3	-5.2	-16.8	-3.5	2.1	-11.1	10.3	6.9
O=C(Nc1cnn(Cc2ccc(Cl)cc2)c1)C1CCCC1	19.1	-10.7	10.4	-17.1	-3.6	1.8	-1.6	5.7	14.5
O=C(Nc1ccc(SC(F)(F)F)cc1)c1ccccn1	23.1	-20.8	-0.1	-6.3	-4.9	4.3	-0.8	4.8	8.6
COc1ccc(S(=O)(=O)N(CC(=O)NCc2ccccn2)Cc2ccccc2)cc1	2.3	1.1	8.5	-10.9	-2.0	1.1	-25.4	18.9	0.8
N=c1n(CC(=O)c2ccc(Br)s2)c2ccccc2n1Cc1ccccc1	12.0	4.5	27.1	-3.4	1.4	6.4	0.6	3.5	34.1
CS(=O)(=O)c1ccc(-c2sc3cc4c(cc3c2C(=O)NN2CCOCC2)OCO4)cc1	3.7	6.4	6.2	-11.1	-2.1	1.3	3.8	-2.4	14.3
C[C@@H]1CN([C@H](C)CO)C(=O)c2cc(NC(=O)C3CCCCC3)ccc2O[C@@H]1CN(C)Cc1ccc(C(F)(F)F)cc1	22.7	-33.0	0.3	-25.2	-10.9	-0.3	-0.7	-4.6	9.0
S=C(NCc1ccc(Cl)cc1)Nc1ccncc1	-19.1	52.0*	3.1	30.6*	7.3	20.7*	44.5*	-14.3	15.5
Cc1n[nH]c(C)c1CCNC(=O)C1CCC(=O)N(CCc2cccc(F)c2)C1 (stereo not given)	-3.0	-1.6	-23.8	0.3	4.3	0.8	-14.2	18.1	5.0
C=CCn1c(=O)c2ccccc2n2c(Sc3nnnn3-c3ccccc3)nnc12	13.8	-17.3	-12.8	-12.9	-2.1	0.8	-12.5	8.6	0.6
O=C(NCCN1CCOCC1)c1ccccc1N1C(=O)[C@@H]2Cc3c([nH]c4ccccc34)C(c3ccccc3)N2C1=O (stereo not given in full)	4.2	-14.0	37.7	-3.6	-2.9	3.2	0.7	-2.3	7.1
CC(=O)c1c(C)[nH]c(C(=O)OCc2c(F)cccc2Cl)c1C	-10.9	-29.6	20.8	3.6	-6.9	3.2	7.3	-4.1	6.0
O=C(NCc1ccc(C(F)(F)F)cc1)C1CC(c2ccc(C(F)(F)F)cc2)=NO1 (stereo not given)	-1.1	16.8	0.0	5.9	-0.3	4.7	23.6	-10.5	11.7
O=C(CO/N=C/c1cccc([N+](=O)[O-])c1)Nc1ccc2ccccc2c1	0.0	-0.7	-17.0	-2.2	-1.1	3.4	25.9	-7.6	7.0
COc1cc(CCC(=O)NCc2ccc(S(N)(=O)=O)cc2)cc(OC)c1OC	-3.1	-2.7	-5.8	-5.5	-2.2	0.1	-8.5	12.7	3.7
COc1cc(Cl)ccc1OC1(C)CCN(Cc2ccc(SC)cc2)C1 (stereo not given)	-3.7	nt	-13.7	-3.8	-6.4	1.6	21.9	-21.3	4.6
COCCCNS(=O)(=O)c1cccc(S(=O)(=O)c2cccc(S(=O)(=O)NCCCOC)c2)c1	-13.2	-14.2	0.6	15.7	-1.9	3.3	-6.0	4.3	0.1
COc1ccc(C(CC(=O)O)NC(=O)Cc2ccccc2)cc1OC (stereo not given)	11.7	-4.0	-8.9	-1.5	-2.5	-0.3	-8.3	1.9	0.9
COc1ccc2[nH]c3c(=O)n(N)c(C)nc3c2c1	17.7	-6.0	-4.2	-4.9	-6.5	-0.3	2.0	3.0	0.3

2 entries from above, with two lines to a compound:
Under each structure – M1 PAM parental | CHO parental Ca | TAAR1 antagonist | CHO-K1 Ca antag | CHRM1 agonist | CHO-K1 Ca ag | M1 antag | CHRM1 PAM | TAAR1 ag
> O=C(Nc1ccc(SC(F)(F)F)cc1)c1ccccn1
  23.1 | -20.8 | -0.1 | -6.3 | -4.9 | 4.3 | -0.8 | 4.8 | 8.6
> CC(C)CN1CCC(CNC(=O)CCc2nnc(Cc3c[nH]c4ccccc34)o2)CC1
  10.3 | -11.2 | 5.6 | -14.8 | -3.3 | 0.2 | -3.2 | 8.4 | -0.9

(cont.)
SMILES	M1 PAM parental	CHO parental Ca	TAAR1 antagonist	CHO-K1 Ca antag	CHRM1 agonist	CHO-K1 Ca ag	M1 antag	CHRM1 PAM	TAAR1 ag
O=C(O)CN(Cc1ccccc1)S(=O)(=O)c1ccc2c(c1)OCCO2	13.8	-4.8	0.1	-6.8	-6.9	1.1	-4.0	7.8	1.7
Cc1cc(C)n(CC(=O)Nc2cccc(C(F)(F)F)c2)n1	-1.6	-13.3	-9.1	-0.6	-3.3	0.3	-6.7	6.9	1.8
COc1ccc(NC(=O)c2ccc3[nH]c(=O)c(=O)[nH]c3c2)c(OC)c1	12.5	-2.9	-2.6	-18.8	-0.9	1.2	-11.3	7.6	-0.1
Cc1cc(OCC(=O)NNC(=O)c2ccncc2)ccc1C(C)C	27.0	-9.5	-6.6	1.0	-1.1	3.6	-9.1	6.4	5.8
COc1ccc(CC(=O)Nc2ccc(S(=O)(=O)Nc3nc(C)cc(C)n3)cc2)cc1	18.1	-0.6	2.1	-14.8	-6.9	1.5	-11.2	14.1	2.1
O=C(Nc1ccc(N2CCCC(O)C2)cc1)c1snc2c(=O)[nH]cnc12 (stereo not given)	4.2	-0.2	-5.7	-17.6	-0.5	0.0	-32.0	12.4	4.2
Cc1ccc(SCC(=O)NN2C(=O)c3ccccc3C2=O)cc1	7.2	-15.1	2.2	0.0	-8.0	-0.3	-6.9	-1.6	2.2
Cc1cccc(Nc2ncnc(N)n2)c1	16.7	-9.0	14.9	-12.4	-7.8	0.4	-9.1	6.6	4.9
CNC(=O)c1ccsc1NC(=O)CCS(=O)(=O)c1ccc(F)cc1	16.6	-6.9	13.3	-16.2	0.4	2.0	-2.4	7.0	3.0
O=c1c(Cc2ccccc2O)c(O)nc2n1CCCS2	0.8	1.5	-35.7	1.9	-0.8	-0.5	-9.0	0.9	-1.4
CCCCSc1nc(C)cc(NC(=S)Nc2ccc(OC)cc2)n1	2.1	-23.1	-11.8	6.8	0.0	-0.1	1.6	1.9	1.0
